Screening results deposited in PubChem by The Scripps Research Institute Molecular Screening Center.
M4 antag – human M4 muscarinic receptor antagonists, primary screen, CHO cells, Fluo-8 calcium fluorescence | Muscarinic acetylcholine receptor M4 (Homo sapiens), P08173 | CHO-hM4 cells, ACh EC80 | inhibition, % at 3 µM | 0.73% of 360,000 active | AID 624125, 2012;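 active = inhibition above its plate's cutoff, the mean inhibition of sample wells plus 3 SD, cut at about 27% in these data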;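 note: 0% = acetylcholine EC80 with DMSO and 100% = DMSO without agonist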
Target sequence (P08173 whole entry, looked up): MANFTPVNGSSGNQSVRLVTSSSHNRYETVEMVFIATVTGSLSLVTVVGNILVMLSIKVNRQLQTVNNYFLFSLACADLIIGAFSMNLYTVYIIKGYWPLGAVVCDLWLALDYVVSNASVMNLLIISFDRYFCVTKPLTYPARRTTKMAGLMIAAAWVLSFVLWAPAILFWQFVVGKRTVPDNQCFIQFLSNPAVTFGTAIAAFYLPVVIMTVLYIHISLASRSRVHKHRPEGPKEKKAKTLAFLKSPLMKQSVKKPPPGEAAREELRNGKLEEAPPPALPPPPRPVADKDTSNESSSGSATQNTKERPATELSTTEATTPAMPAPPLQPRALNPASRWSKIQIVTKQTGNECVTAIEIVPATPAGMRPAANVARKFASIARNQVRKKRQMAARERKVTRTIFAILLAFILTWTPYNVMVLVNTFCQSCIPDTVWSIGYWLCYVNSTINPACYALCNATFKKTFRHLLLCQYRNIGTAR
CHO-K1 Ca antag – nonselective inhibitor or artifact in parental CHO-K1 cells | 0.6% of 360,000 active | AID 602250 | ATP-induced calcium, Fluo-8 fluorescence | inhibition, % at 3 µM;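 active = inhibition above a per-plate cutoff, the plate's mean sample inhibition plus 3 SD, cut at about 24% in these data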;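 note: 0% = DMSO plus EC80 ATP and 100% = DMSO alone without ATP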
OXTR potentiate – human OXTR potentiators, primary screen, fluorescence, CHO-OTR cells, Fluo-8 calcium; Oxytocin receptor (Homo sapiens), P30559; Fluo-8 calcium fluorescence, potentiator mode; 0% = oxytocin EC15, 100% = EC100; activation, % at 3 µM; 0.061% of 320,000 active; AID 2445, 2010;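 active = activation above that plate's cutoff, the mean activation of tested compounds plus 3 SD, cut at about 6.6% in these data, passing the limit was not always enough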;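 note: 100% uses oxytocin at 75 nM as the full agonist control; some results filed as inactive read as strong as hits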
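Dosing: Single dose, 3.0 µM nominal final compound concentration | Material: Human OTR in CHO cells | Technique: Kinetic Fluo-8 calcium fluorescence | Benchmarks: EC15 oxytocin alone as 0%, 75 nM oxytocin as 100% | Probe or stimulus: Oxytocin at about EC15, sub-maximal agonist stimulus | Incubation: Compound 6 min at room temperature before oxytocin, 100 s read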
M1 ag parental – counter-screen for M1 agonists: effect in parental CHO-K1 cells. 0.48% of 360,000 active. activation, % at 3 µM. Fluo-8 calcium fluorescence; scaled to maximal ATP response, vehicle zero; in the data active = activation above about 15%;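 note: untransfected CHO-K1 host cells lacking M1 receptor as counterscreen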
CHO parental Ca – ATP-evoked calcium signal inhibitors, parental CHO, primary screen, counter-screen for OX1R antagonist project, cell-based, fluorescence, Fluo-8 calcium dye; inhibition, % at 5.6 µM; 0.63% of 330,000 active; parental CHO-K1, ATP-induced calcium, Fluo-8 fluorescence;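 active = inhibition above that plate's mean sample inhibition plus 3 SD, cut at about 26% in these data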;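 note: 0% = ATP-challenged DMSO wells and 100% = DMSO wells without ATP; some compounds past the cut are filed as inactive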
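Test system: untransfected parental CHO cell line. Compound: one dose, 5.6 µM nominal. Detection: intracellular calcium via Fluo-8 no-wash fluorescent dye. Measure: % inhibition. Benchmarks: ATP-challenged DMSO wells low, unchallenged DMSO wells high.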
CHRM1 antagonist – human M1 muscarinic receptor antagonists, primary screen, CHO-K1 cells, Fluo-8 calcium fluorescence, 1536-well. Muscarinic acetylcholine receptor M1 (Homo sapiens), P11229. CHO-K1 hM1, ACh EC80 antagonist. inhibition, % at 3 µM. 1.3% of 360,000 active;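 active = percent inhibition above its own plate's cutoff, namely the mean of that plate's compound wells plus 3 SD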;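 note: peak over basal fluorescence ratio during 140 s after agonist addition; 0% = ACh EC80 plus DMSO and 100% = DMSO alone without agonist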
Target sequence (P11229 whole entry, looked up): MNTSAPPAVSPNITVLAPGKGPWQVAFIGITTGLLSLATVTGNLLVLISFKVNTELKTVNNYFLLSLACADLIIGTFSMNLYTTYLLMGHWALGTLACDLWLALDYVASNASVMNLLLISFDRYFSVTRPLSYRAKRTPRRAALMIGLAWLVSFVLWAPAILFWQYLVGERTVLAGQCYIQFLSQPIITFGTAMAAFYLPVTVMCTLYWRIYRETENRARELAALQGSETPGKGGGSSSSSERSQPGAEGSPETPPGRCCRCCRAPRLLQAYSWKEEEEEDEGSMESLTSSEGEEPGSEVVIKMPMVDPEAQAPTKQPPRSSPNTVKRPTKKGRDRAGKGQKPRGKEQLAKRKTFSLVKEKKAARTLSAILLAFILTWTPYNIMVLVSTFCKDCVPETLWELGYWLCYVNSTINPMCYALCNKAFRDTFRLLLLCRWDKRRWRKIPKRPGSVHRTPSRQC
CHRM1 PAM – human M1 muscarinic receptor positive allosteric modulators, primary screen, CHO-K1 cells, Fluo-8 calcium fluorescence, 1536-well. 0.088% of 360,000 active. activation, % at 3 µM. Muscarinic acetylcholine receptor M1 (Homo sapiens), P11229. CHO-K1 hM1, ACh EC20; 0% = ACh EC20, 100% = maximal ACh; in the data active = activation above about 19%, passing the limit was not always enough
M1 ag – human M1 muscarinic receptor agonists, primary screen, Fluo-8 calcium fluorescence, CHO-K1 cells, HTS. CHO-K1 hM1, agonist mode; 0% DMSO, 100% acetylcholine EC100. activation, % at 3 µM. Muscarinic acetylcholine receptor M1 (Homo sapiens), P11229. 0.33% of 360,000 active;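 active = activation above the run's mean compound activation plus 3 SD, cut at about 16% in these data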;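 note: peak over basal fluorescence ratio within a 140 s kinetic read after compound addition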
CHRM4 agonist – human M4 muscarinic receptor agonists, primary screen, CHO-K1 cells, Fluo-8 calcium fluorescence; CHO-K1 hM4/Gqi5; vehicle 0%, full acetylcholine response 100%; activation, % at 3 µM; 0.14% of 360,000 active; AID 624127, 2012;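 active = activation above the run mean over all test wells plus 3 SD, cut at about 32% in these data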;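 note: peak over basal fluorescence ratio per well then scaled between controls; 0% = DMSO wells and 100% = acetylcholine at EC100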
* marks the source's active call; other numbers are inactive results.

What do the screens show for `CCCCNC(=O)NS(=O)(=O)c1ccc(NC(=O)CCC(=O)c2cccs2)cc1`?
M4 antag: -2; CHO-K1 Ca antag: -7; OXTR potentiate: -1; M1 ag parental: 1.0; CHO parental Ca: -6; CHRM1 antagonist: -6; CHRM1 PAM: 2; M1 ag: -4; CHRM4 agonist: 0

Results for CCNC(=O)C1CCCN(C(=O)Cc2ccc3ccccc3c2)CC1 (stereo not drawn) ?
M4 antag: 3; CHO-K1 Ca antag: -13; M1 ag parental: 0.3; CHRM1 antagonist: -11; CHRM1 PAM: 1; M1 ag: 1; CHRM4 agonist: 1

How did COc1ccc2nc(SC(C)C(=O)NCC(=O)Nc3ccc(F)c(F)c3F)[nH]c2c1 (stereo not drawn) do in these assays?
M4 antag: 4; CHO-K1 Ca antag: -5; M1 ag parental: 0.9; CHRM1 antagonist: -8; CHRM1 PAM: 4; M1 ag: -7; CHRM4 agonist: 1

What do the screens show for `O=C(O)c1cccnc1NC1CCCC1`?
M4 antag: 9; CHO-K1 Ca antag: -15; OXTR potentiate: -2; M1 ag parental: 0.3; CHO parental Ca: -8; CHRM1 antagonist: -10; CHRM1 PAM: 9; M1 ag: -2; CHRM4 agonist: 0

Results for O=C(O)C1CCCN(S(=O)(=O)c2ccc(Br)s2)C1 (stereo not drawn) ?
M4 antag: -1; CHO-K1 Ca antag: -7; OXTR potentiate: -7; M1 ag parental: 0.2; CHO parental Ca: 16; CHRM1 antagonist: -8; CHRM1 PAM: 7; M1 ag: -2; CHRM4 agonist: 1

How did COCCCn1c(=O)c2sccc2n2c(CCCC(=O)NCc3cccc(OC)c3)nnc12 do in these assays?
M4 antag: 3; CHO-K1 Ca antag: -4; OXTR potentiate: -1; M1 ag parental: 0.3; CHO parental Ca: -8; CHRM1 antagonist: -1; CHRM1 PAM: 0; M1 ag: -4; CHRM4 agonist: 1

What do the screens show for `COc1cccc(-c2nc3sc4c(c3c(=O)[nH]2)CCCCC4)c1`?
M4 antag: -8; CHO-K1 Ca antag: -12; OXTR potentiate: -3; M1 ag parental: 0.8; CHO parental Ca: 0; CHRM1 antagonist: -6; CHRM1 PAM: 1; M1 ag: -6; CHRM4 agonist: 1

What do the screens show for `COc1ccc(CCNS(=O)(=O)c2cn(C)c(=O)n(C)c2=O)cc1OC`?
M4 antag: -19; CHO-K1 Ca antag: -18; OXTR potentiate: 1; M1 ag parental: 0.7; CHO parental Ca: -6; CHRM1 antagonist: -19; CHRM1 PAM: 12; M1 ag: -1; CHRM4 agonist: 0

Results for C=CCn1c(-c2cccnc2Cl)nc2cc(Cl)c(Cl)cc21 ?
M4 antag: 3; CHO-K1 Ca antag: -23; OXTR potentiate: -2; M1 ag parental: 0.0; CHO parental Ca: -22; CHRM1 antagonist: 3; CHRM1 PAM: -4; M1 ag: -9; CHRM4 agonist: 0

How did COc1ccc(CNC(=O)[C@H](NC(=O)C2CCN(C(=O)[C@@H](N)CCSC)CC2)C(C)C)cc1 do in these assays?
M4 antag: 8; CHO-K1 Ca antag: 3; OXTR potentiate: 1; M1 ag parental: -0.1; CHO parental Ca: -17; CHRM1 antagonist: -1; CHRM1 PAM: -3; M1 ag: -3; CHRM4 agonist: 0

Results for COc1ccc([N+](=O)[O-])cc1NC(=O)COC(C)=O ?
M4 antag: -2; CHO-K1 Ca antag: -17; OXTR potentiate: -3; M1 ag parental: -0.3; CHO parental Ca: 2; CHRM1 antagonist: 1; CHRM1 PAM: 6; M1 ag: -4; CHRM4 agonist: 0

What do the screens show for `CC(C)c1cc(N2CCC(=O)NC2=O)cc(C(=O)O)c1O`?
M4 antag: 13; CHO-K1 Ca antag: 14; OXTR potentiate: -6; M1 ag parental: 18*; CHO parental Ca: 6; CHRM1 antagonist: -2; CHRM1 PAM: 4; M1 ag: -6; CHRM4 agonist: 0

What do the screens show for `Cc1nnc(N2C(=O)C(O)=C(C(=O)c3ccco3)C2c2cccc([N+](=O)[O-])c2)s1` (stereo not drawn)?
M4 antag: -22; CHO-K1 Ca antag: -7; OXTR potentiate: -3; M1 ag parental: 0.3; CHO parental Ca: -5; CHRM1 antagonist: -14; CHRM1 PAM: 6; M1 ag: -1; CHRM4 agonist: 2

How did COc1ccc(-c2nc(CN3CCC(C(=O)NCC4CCCO4)CC3)c(C)o2)cc1OC (stereo not drawn) do in these assays?
M4 antag: -3; CHO-K1 Ca antag: 11; OXTR potentiate: -8; M1 ag parental: 4.7; CHO parental Ca: 21; CHRM1 antagonist: -6; CHRM1 PAM: 4; M1 ag: -3; CHRM4 agonist: 0

What do the screens show for `CCOC(=O)c1sc(=NC(=O)COc2ccc(Cl)cc2)n(C)c1C`?
M4 antag: -20; CHO-K1 Ca antag: -9; OXTR potentiate: -1; M1 ag parental: 0.1; CHO parental Ca: -10; CHRM1 antagonist: -11; CHRM1 PAM: 10; M1 ag: -4; CHRM4 agonist: 2

How did COc1ccc(N(CC(=O)Nc2cccc(C(F)(F)F)c2)S(=O)(=O)c2c(C)[nH]c(=O)[nH]c2=O)cc1 do in these assays?
M4 antag: 2; CHO-K1 Ca antag: -5; OXTR potentiate: -14; M1 ag parental: 0.0; CHO parental Ca: -1; CHRM1 antagonist: -14; CHRM1 PAM: 11; M1 ag: -3; CHRM4 agonist: -1

How did CC(C)(C)c1ccc(S(=O)(=O)NC(=O)C2(C)CCN2C(=O)Cc2ccc(Cl)cc2Cl)cc1 (stereo not drawn) do in these assays?
M4 antag: 9; CHO-K1 Ca antag: 1; M1 ag parental: -0.3; CHRM1 antagonist: -18; CHRM1 PAM: 16; M1 ag: 0; CHRM4 agonist: 0

Results for O=C(/C(C=Nc1cc2c(oc1=O)CCCC2=O)=C(\O)c1ccccc1)c1ccccc1 ?
M4 antag: -2; CHO-K1 Ca antag: -14; OXTR potentiate: -11; M1 ag parental: 2.9; CHO parental Ca: -11; CHRM1 antagonist: 6; CHRM1 PAM: -3; M1 ag: -2; CHRM4 agonist: 0

How did CNC(=S)NNc1ccccc1[N+](=O)[O-] do in these assays?
M4 antag: -13; CHO-K1 Ca antag: -12; OXTR potentiate: 3; M1 ag parental: 0.7; CHO parental Ca: -2; CHRM1 antagonist: 2; CHRM1 PAM: 5; M1 ag: -4; CHRM4 agonist: 2

How did CC(CN(C)Cc1ccccc1)OC(=O)c1cccc(F)c1 (stereo not drawn) do in these assays?
M4 antag: 1; CHO-K1 Ca antag: -7; OXTR potentiate: -6; M1 ag parental: -0.4; CHO parental Ca: -13; CHRM1 antagonist: -8; CHRM1 PAM: 5; M1 ag: -9; CHRM4 agonist: -2

Results for Cc1nn(CC(=O)NCCN2CCCCC2C)c(=O)c2cc(-c3ccccc3)nn12 (stereo not drawn) ?
M4 antag: -2; CHO-K1 Ca antag: -6; OXTR potentiate: -3; M1 ag parental: 1.1; CHO parental Ca: -20; CHRM1 antagonist: 11; CHRM1 PAM: 22; M1 ag: -4; CHRM4 agonist: 2

Results for CCC(=O)Nc1ccc(Nc2nc(C)c([N+](=O)[O-])c(Nc3ccc(NC(=O)CC)cc3)n2)cc1 ?
M4 antag: 0; CHO-K1 Ca antag: 1; OXTR potentiate: -17; M1 ag parental: 4.5; CHO parental Ca: -9; CHRM1 antagonist: 17; CHRM1 PAM: -9; M1 ag: -6; CHRM4 agonist: 11

How did COc1ccc(N/C=C/C(=O)C(C)(C)C)cc1 do in these assays?
M4 antag: 5; CHO-K1 Ca antag: -9; OXTR potentiate: -8; M1 ag parental: 0.5; CHO parental Ca: -6; CHRM1 antagonist: -3; CHRM1 PAM: 5; M1 ag: -5; CHRM4 agonist: 0

What do the screens show for `CCCCN(c1ccccc1)S(=O)(=O)N(C)C`?
M4 antag: -19; CHO-K1 Ca antag: -2; OXTR potentiate: -12; M1 ag parental: -0.3; CHO parental Ca: 12; CHRM1 antagonist: -11; CHRM1 PAM: 5; M1 ag: -9; CHRM4 agonist: 0

What do the screens show for `Nn1c(SCC(=O)N2CCOCC2)nnc1-c1ccc(Cl)cc1Cl`?
M4 antag: -1; CHO-K1 Ca antag: -16; OXTR potentiate: -10; M1 ag parental: -0.2; CHO parental Ca: -4; CHRM1 antagonist: -8; CHRM1 PAM: 4; M1 ag: -2; CHRM4 agonist: 1

What do the screens show for `C[C@@H]1CN([C@H](C)CO)S(=O)(=O)c2ccc(C#Cc3ccccc3F)cc2O[C@@H]1CN(C)C(=O)Cc1ccccc1`?
M4 antag: 2; CHO-K1 Ca antag: -1; M1 ag parental: 0.8; CHRM1 antagonist: 2; CHRM1 PAM: -7; M1 ag: -5; CHRM4 agonist: 3

How did COc1cc(C(=O)O)ccc1Cl do in these assays?
M4 antag: 3; CHO-K1 Ca antag: -10; OXTR potentiate: -4; M1 ag parental: 0.1; CHO parental Ca: -9; CHRM1 antagonist: -9; CHRM1 PAM: 8; M1 ag: -2; CHRM4 agonist: 0

What do the screens show for `CCOC(=O)C1CCN(CCC(=O)Nc2cccc(Cl)c2C)CC1`?
M4 antag: -4; CHO-K1 Ca antag: -13; OXTR potentiate: -1; M1 ag parental: 2.0; CHO parental Ca: -4; CHRM1 antagonist: -5; CHRM1 PAM: -7; M1 ag: 13; CHRM4 agonist: 1

Results for COc1ccc(Cc2nnc(SCC(=O)Nc3ccc(C)cc3C)[nH]c2=O)cc1 ?
M4 antag: 1; CHO-K1 Ca antag: 13; OXTR potentiate: 1; M1 ag parental: -0.3; CHO parental Ca: -8; CHRM1 antagonist: -12; CHRM1 PAM: 17; M1 ag: 4; CHRM4 agonist: 0

What do the screens show for `COc1ccc(-c2nc3c(Cl)cc(C(F)(F)F)cn3c2Cc2ccccc2C(F)(F)F)cc1OC`?
M4 antag: -5; CHO-K1 Ca antag: -8; M1 ag parental: 0.6; CHRM4 agonist: 0

What do the screens show for `COc1cc(C(=O)OCc2cc3ccccc3[nH]c2=O)cc(OC)c1OC`?
M4 antag: -1; CHO-K1 Ca antag: -6; OXTR potentiate: -7; M1 ag parental: -0.1; CHO parental Ca: -9; CHRM1 antagonist: 7; CHRM1 PAM: -1; M1 ag: 0; CHRM4 agonist: 2

Results for CN1CCC(CN)(N2CCN(c3ccccc3)CC2)CC1 ?
M4 antag: -5; CHO-K1 Ca antag: 11; OXTR potentiate: 4; M1 ag parental: -0.1; CHO parental Ca: -19; CHRM1 antagonist: -12; CHRM1 PAM: 4; M1 ag: -9; CHRM4 agonist: -1
